Screening data deposited in PubChem BioAssay by several laboratories.
NTR1 ag = NTR1-driven beta-arrestin-GFP spot formation – imaging, U2OS cells, high content, primary screen (AID 493036); activation, % at 20 µM; P30989; agonist mode; 330,000 compounds, 0.17% hits;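 active = activation at or above 40% of the spot to cytoplasm intensity ratio, with at least 20 cells analyzed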;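 also: 0% = DMSO without peptide and 100% = 100 nM NTR1 peptide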
Target sequence (P30989 whole entry, looked up): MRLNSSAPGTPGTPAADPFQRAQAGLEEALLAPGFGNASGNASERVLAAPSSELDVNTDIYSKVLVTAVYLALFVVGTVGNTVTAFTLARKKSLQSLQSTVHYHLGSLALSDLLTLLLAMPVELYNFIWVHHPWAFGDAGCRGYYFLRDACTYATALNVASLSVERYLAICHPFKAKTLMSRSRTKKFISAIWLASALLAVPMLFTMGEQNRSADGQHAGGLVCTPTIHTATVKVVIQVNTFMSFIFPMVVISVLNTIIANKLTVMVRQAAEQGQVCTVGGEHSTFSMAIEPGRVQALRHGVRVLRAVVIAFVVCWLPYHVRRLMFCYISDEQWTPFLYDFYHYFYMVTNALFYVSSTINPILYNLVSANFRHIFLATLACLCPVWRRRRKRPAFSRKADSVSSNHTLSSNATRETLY
K1F lysis inhibition = inhibition of K1F phage lysis, E. coli UTI89, bacterial capsule biogenesis inhibitors, alamar blue (AID 488966). E. coli UTI89 K1F phage lysis, alamar blue, 2 h; higher % means a stronger effect. one-dose inhibition, % at 100 µM; IC50 in µM for titrated hits. 340,000 compounds, 0.02% hits;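 active = phage lysis inhibition, versus mean bacterial control, above a set limit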;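 also: capsule biogenesis inhibitors block K1F phage lysis so surviving cells raise fluorescence; higher fluorescence means more inhibition of phage lysis; actives were called in the ten point dose series up to 300 µM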
Rac1 GTP hydrolysis = MgcRacGAP GTPase-activating activity inhibitors, confirmation, biochemical, ADP Hunter fluorescence; MgcRacGAP-stimulated Rac1 GTP hydrolysis, ADP Hunter fluorescence; higher % means a stronger effect; GST-tagged Rac1 F28L mutant substrate; 340,000 compounds, 0.6% hits; AID 624330; one-dose inhibition, % at 30 µM; IC50 in µM for titrated hits;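 active = first-screen hits whose inhibition reached a set limit at any dose in the follow-up dose series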;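 also: fluorescence reports GDP produced by GAP-driven GTP hydrolysis; strong numbers were not always called active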
NTR1 ag cell count 20 µM = also measured in NTR1 ag; calls as there; cell count; measured here: cell count, cytotoxicity flag
An asterisk follows results filed as active; [ ] = dose if it differs, or a comment.

The opening four entries, ahead of the listing:
1: C#CCOCCOCCOCCNc1nc(N2CCN(C(=O)CCCCCCCCCCNC(=O)Cn3cc(C[C@@H](C)O)nn3)CC2)nc(N2CCN(C(=O)CCCCCCCCCCNC(=O)Cn3cc(C[C@@H](C)O)nn3)CC2)n1
2: COc1ccc(C2=NOC(Cn3nc(C(=O)NCc4ccco4)cc3-c3ccccc3)C2)cc1 (stereo not given)
3: CN(CC(=O)Nc1ccccc1Cl)C(=O)COC(=O)/C=C/c1cccs1
4: COc1ccccc1C(=O)Nc1ccc2ccccc2c1
Assay by compound | 1 | 2 | 3 | 4
NTR1 ag | 2.0 | -1.8 | -0.6 | 0.1
NTR1 ag cell count 20 µM | 62 | 89 | 72 | 43
K1F lysis inhibition | 0.2% | 1.7% | 0.5%[50 µM] | 0.9%
Rac1 GTP hydrolysis | 7% | 8% | 1% | 5%

Main list, from the first entry:
1: C#CCOCCOCCOCCNc1nc(N2CCN(C(=O)CCCCCCCCCCNC(=O)Cn3cc(C[C@@H](C)O)nn3)CC2)nc(N2CCN(C(=O)CCCCCCCCCCNC(=O)Cn3cc(C[C@@H](C)O)nn3)CC2)n1
2: COc1ccc(C2=NOC(Cn3nc(C(=O)NCc4ccco4)cc3-c3ccccc3)C2)cc1 (stereo not given)
3: CN(CC(=O)Nc1ccccc1Cl)C(=O)COC(=O)/C=C/c1cccs1
4: COc1ccccc1C(=O)Nc1ccc2ccccc2c1
5: C=C[C@@H]1c2ccccc2N(S(=O)(=O)c2ccc(C)cc2)[C@H](c2ccc(C(F)(F)F)cc2)C1(C#N)C#N
6: O=C1OC(CC(=O)N(Cc2nnc(-c3ccc(Cl)cc3)o2)C2CC2)c2ccccc21 (stereo not given)
7: COc1ccc(C)cc1S(=O)(=O)Nc1ccc(-n2c(C)nc3ccccc3c2=O)cc1
8: CCN1C(=O)[C@@H]2[C@@H](c3ccc(-c4ccc(C(C)=O)cc4)cc3)N3CCCC[C@@]3(C(=O)OC)[C@@H]2C1=O
Assay by compound | 1 | 2 | 3 | 4 | 5 | 6 | 7 | 8
NTR1 ag | 2.0 | -1.8 | -0.6 | 0.1 | -1.1 | -0.9 | 0.2 | 2.4
NTR1 ag cell count 20 µM | 62 | 89 | 72 | 43 | 60 | 60 | 78 | 80
K1F lysis inhibition | 0.2% | 1.7% | 0.5%[50 µM] | 0.9% | 1.2% | -0.1%[50 µM] | -0.4%[50 µM] | 3.9%
Rac1 GTP hydrolysis | 7% | 8% | 1% | 5% | 9% | 4% | -2% | 9%

Two entries from above, set out differently:
entry	SMILES	NTR1 ag	NTR1 ag cell count 20 µM	K1F lysis inhibition	Rac1 GTP hydrolysis
2	COc1ccc(C2=NOC(Cn3nc(C(=O)NCc4ccco4)cc3-c3ccccc3)C2)cc1 (stereo not given)	-1.8	89	1.7%	8%
3	CN(CC(=O)Nc1ccccc1Cl)C(=O)COC(=O)/C=C/c1cccs1	-0.6	72	0.5%[50 µM]	1%

Ordered by value in Rac1 GTP hydrolysis (low to high): 5 from the list above.
#	Structure	Rac1 GTP hydrolysis
3	CN(CC(=O)Nc1ccccc1Cl)C(=O)COC(=O)/C=C/c1cccs1	1%
6	O=C1OC(CC(=O)N(Cc2nnc(-c3ccc(Cl)cc3)o2)C2CC2)c2ccccc21 (stereo not given)	4%
4	COc1ccccc1C(=O)Nc1ccc2ccccc2c1	5%
2	COc1ccc(C2=NOC(Cn3nc(C(=O)NCc4ccco4)cc3-c3ccccc3)C2)cc1 (stereo not given)	8%
8	CCN1C(=O)[C@@H]2[C@@H](c3ccc(-c4ccc(C(C)=O)cc4)cc3)N3CCCC[C@@]3(C(=O)OC)[C@@H]2C1=O	9%

Other results.
9: CCN(CC(=O)Nc1ccc(NC(C)=O)cc1)C(=O)/C=C/c1ccc([N+](=O)[O-])cc1
10: Nc1ccccc1C#Cc1ccc2[nH]ccc2c1
11: CC(C)(C)NC(=O)CSc1ccc(S(=O)(=O)N2CCOCC2)cn1
12: Cc1ccc(C(=O)OCC(=O)Nc2cc(C(C)(C)C)no2)c(C)c1
13: Cc1csc(=O)n1CCC(=O)OCc1nnc(-c2ccc(Cl)cc2)o1
14: Cc1ccc(C)c(-n2sc3ccc(F)cc3c2=O)c1
15: COc1cc(OC)cc(C(=O)N[C@H](C(=O)OCC(=O)Nc2ccc3c(c2)OCO3)C(C)C)c1
16: COc1ccc([C@H]2CC(=O)C=C(/C=C/Cc3ccccc3)C2)cc1
Assay by compound | 9 | 10 | 11 | 12 | 13 | 14 | 15 | 16
NTR1 ag | -0.2 | -6.1 | 0.6 | 4.8 | -0.6 | -0.1 | 5.2 | 8.1
NTR1 ag cell count 20 µM | 61 | 74 | 51 | 51 | 59 | 53 | 64 | 44
K1F lysis inhibition | 0.9%[50 µM] | 0.6% | 0.8%[50 µM] | 5.5% | 0.2%[50 µM] | -2.1% | -0.3% | 1.7%
Rac1 GTP hydrolysis | 3% | 7% | 1% | 2% | 7% | 34µM* | 3% | 8%

17: Cc1ccc(-c2cc(C(=O)N3CC(C)OC(C)C3)c3ccccc3n2)o1 (stereo not given)
18: CC(C)C(=O)Nc1ccc(S(=O)(=O)N2CCC(c3nc4ccccc4[nH]3)CC2)cc1
19: CSCCC(NC(=O)c1ccc(C(C)(C)C)cc1)C(=O)OCC(=O)N1CCCC1=O (stereo not given)
20: COC(=O)[C@]1(Cc2ccccc2)N[C@H](CN(C)S(=O)(=O)c2ccc(-c3ccccc3)cc2)[C@@H]2C(=O)N(Cc3ccccc3)C(=O)[C@@H]21
21: CC(NCC(=O)NCC(=O)Nc1ccc(F)cc1)c1cccc(C(F)(F)F)c1 (stereo not given)
22: Cc1ccc(CNS(=O)(=O)CCNC(=O)c2ccccc2)cc1
23: CC1CC1C(=O)OCC(=O)NC(=O)c1ccccc1 (stereo not given)
24: O=C(O)c1ccccc1NS(=O)(=O)c1ccc(NN=Cc2ccccc2F)c([N+](=O)[O-])c1
Assay by compound | 17 | 18 | 19 | 20 | 21 | 22 | 23 | 24
NTR1 ag | 0.1 | 1.1 | 2.6 | -0.9 | -1.5 | 1.5 | -0.2 | 0.8
NTR1 ag cell count 20 µM | 71 | 59 | 93 | 60 | 52 | 51 | 75 | 67
K1F lysis inhibition | 1.1%[50 µM] | 1.3%[50 µM] | 0.2%[50 µM] | -0.1% | 0.1%[50 µM] | 1.1%[50 µM] | 1.4%[50 µM] | 0.2%[50 µM]
Rac1 GTP hydrolysis | 6% | 10% | 2% | 3% | 4% | 3% | 5% | 5%

25: CCOc1ccccc1OCCC(=O)NNC(=O)Cn1nc(C)cc1C
26: COc1ccc(C(=O)COC(=O)c2cncc(Br)c2)cc1
27: CCOC(=O)C1=C(C)NC(C)=C(C(=O)OCC)C1C(=O)OCC(=O)NCc1ccccc1
28: Cc1ccccc1CNC(=O)C(=O)NCC1CCCN1S(=O)(=O)c1ccccc1 (stereo not given)
29: CC(C)CN1C(=O)C(=O)N(CC(=O)N2CCN(c3ccccc3)CC2)C1=O
30: CC(=O)c1cccc(NC(=O)C(C)OC(=O)c2ccc3ncsc3c2)c1 (stereo not given)
31: CCN(CC)S(=O)(=O)c1ccc(C)c(NC(=O)COC(=O)CN2C(=O)NC(C)(C)C2=O)c1
32: CCOc1ccc(S(=O)(=O)N2CCC(C(=O)NCC(=O)Nc3cccc(Cl)c3C)CC2)cc1
Assay by compound | 25 | 26 | 27 | 28 | 29 | 30 | 31 | 32
NTR1 ag | -0.1 | 0.7 | 1.6 | -0.3 | 0.1 | -0.9 | 0.5 | 3.2
NTR1 ag cell count 20 µM | 68 | 60 | 53 | 55 | 63 | 51 | 64 | 46
K1F lysis inhibition | 1.3%[50 µM] | -0.3% | -1.1% | 0.6%[50 µM] | 2.0%[50 µM] | 1.0%[50 µM] | 0.6%[50 µM] | -0.2%[50 µM]
Rac1 GTP hydrolysis | 4% | 8% | 1% | 6% | 6% | 6% | 5% | 7%

33: O=C(COC(=O)c1ccc(Br)o1)Nc1cccc(S(=O)(=O)N2CCCCC2)c1
34: COc1cccc(NC(=O)c2cc(-c3ccco3)nc3ccccc23)c1
35: C=CCC[C@@H](Cc1ccc(F)cc1)C(=O)OC[C@H](Cc1c[nH]c2ccccc12)NC(=O)[C@@H](CC=C)CC(=O)N[C@H](CO)Cc1ccccc1
36: CC(C)[C@H](NC(=O)c1ccccc1)C(=O)OCC(=O)c1ccc(S(=O)(=O)N2CCCCC2)cc1
37: CCOc1ccccc1OCC(=O)Nc1ccc2[nH]c(=O)[nH]c2c1
38: O=C(COC(=O)C1CC2CCCC(C1)C2=O)Nc1nc(-c2ccc(F)c(F)c2)cs1 (stereo not given)
39: CCCOc1cc(N)ccc1C(=O)OCCN(CC)CC
40: O=C1CCC[C@@H]2CC(Nc3ccc(F)cc3F)C[C@@H]3CCN1[C@H]23 (stereo not given in full)
Assay by compound | 33 | 34 | 35 | 36 | 37 | 38 | 39 | 40
NTR1 ag | 0.3 | 0.1 | 21 | 1.2 | 0.8 | 0.0 | -1.0 | 0.8
NTR1 ag cell count 20 µM | 70 | 47 | 41 | 55 | 62 | 48 | 50 | 66
K1F lysis inhibition | -3.6% | 1.3% | -1.6% | -1.4% | 0.4%[50 µM] | 1.2%[50 µM] | 0.9% | 0.1%
Rac1 GTP hydrolysis | 4% | 7% | 7% | 1% | 7% | 7% | 6% | 9%

41: CCc1cccc2c1Sc1ccccc1CC2N1CCNCC1 (stereo not given)
42: Cc1cc(O)c(Sc2ncn[nH]2)cc1NS(=O)(=O)c1ccc(Cl)cc1
43: CCOC(=O)[C@@H]1[C@H]2COc3ccccc3[C@@H]2N2C(=O)N(c3ccc(C(F)(F)F)cc3)C(=O)[C@@]12C
44: C[C@]12C(=O)N(c3ccc(Cl)cc3)C(=O)N1[C@@H]1c3ccccc3OC[C@@H]1[C@H]2c1ccccc1
45: O=C(NCC(F)(F)F)c1ccc(S(=O)(=O)Nc2ccccc2N2CCCC2)cc1
46: COc1ccc(-c2ccc3c(c2)S(=O)(=O)c2cccc(C(=O)NCCOc4ccccc4)c2C3=O)cc1OC
47: COc1ccc(C(=O)Nc2c(O)ccc3ccccc23)cc1
48: Cc1cc(C)c(NC(=O)C2=COCCO2)c(C)c1
Assay by compound | 41 | 42 | 43 | 44 | 45 | 46 | 47 | 48
NTR1 ag | 3.8 | 0.3 | 0.4 | 1.7 | -2.7 | 13 | -0.8 | 0.6
NTR1 ag cell count 20 µM | 25 | 57 | 52 | 91 | 47 | 62 | 38 | 68
K1F lysis inhibition | -1.0% | -0.1%[50 µM] | 1.6% | 1.1% | -0.8% | -0.9% | -0.3% | 0.9%[50 µM]
Rac1 GTP hydrolysis | 11% | 11% | 4% | 7% | 16% | 0% | 18% | 14%

49: CN(CCOc1ccccc1)C(=O)CNC(=O)c1ccc(C(C)(C)C)cc1
50: Cc1cc(C)c(NC(=O)CNC(=O)COC(=O)CN2C(=O)NC3(CCCC3)C2=O)c(C)c1
51: CC(C)[C@H](NC(=O)c1ccccc1Cl)C(=O)Nc1ccc(S(=O)(=O)Nc2nccs2)cc1
52: O=C(CCNC(=O)c1ccc(Br)cc1)Nc1ccccc1N1CCCCC1
53: CC1(C)Cc2cccc(OCC(=O)N3CCN(c4ccccc4F)CC3)c2O1
54: COc1ccc(C2=NN(C(=O)CSc3nccn3C)C(c3ccco3)C2)cc1 (stereo not given)
55: O=c1[nH]c(O)c(N=Nc2ccc(Cl)c(S(=O)(=O)Nc3ccccc3Cl)c2)c(=O)[nH]1
56: Cc1sc2ncnc(N3CCC(C(=O)Nc4cc(S(C)(=O)=O)ccc4Cl)CC3)c2c1C
Assay by compound | 49 | 50 | 51 | 52 | 53 | 54 | 55 | 56
NTR1 ag | 3.7 | -0.5 | -1.1 | 3.5 | 2.6 | 0.3 | 1.6 | -0.8
NTR1 ag cell count 20 µM | 89 | 68 | 60 | 73 | 64 | 58 | 56 | 74
K1F lysis inhibition | -0.2%[50 µM] | 0.8%[50 µM] | 0.6%[50 µM] | -0.6%[50 µM] | 1.4%[50 µM] | 0.0%[50 µM] | 0.7%[50 µM] | 0.2%[50 µM]
Rac1 GTP hydrolysis | 4% | -2% | 8% | 6% | 12% | 2% | 1% | 11%

57: CCCN(CC(=O)Nc1ccccc1OC)C(=O)CSC(=S)N1CCCC1
58: CSc1ccc(Cl)c(C(=O)OCC(=O)N2CCN(C(=O)c3ccco3)CC2)c1
59: CN(C1(C)CCS(=O)(=O)C1)S(=O)(=O)c1cccc([N+](=O)[O-])c1 (stereo not given)
60: COc1ccc([C@H]2/C=C\CN(C(=O)CC(C)(C)C)[C@@H](C)C(=O)N2Cc2ccc(F)cc2)cc1
61: CSc1ccccc1C(=O)OCC(=O)Nc1ccc(N2CCOCC2)cc1
62: O=c1oc(C2(O)CCCCC2)cc2ccc(/C=C/c3ccc(F)cc3)cc12
63: Cc1c(Cl)ccc2sc(N3CCN(C(=O)C4=COCCO4)CC3)nc12
64: Cc1cc(C)c(S(=O)(=O)NCCSCc2ccco2)c(C)c1
Assay by compound | 57 | 58 | 59 | 60 | 61 | 62 | 63 | 64
NTR1 ag | 2.8 | 1.5 | 0.0 | 2.1 | 0.0 | 7.4 | 6.3 | 7.8
NTR1 ag cell count 20 µM | 89 | 59 | 52 | 91 | 57 | 64 | 58 | 47
K1F lysis inhibition | 0.5%[50 µM] | 0.3%[50 µM] | 0.7%[50 µM] | 0.7% | -3.5% | 2.5% | 1.6%[50 µM] | -0.3%[50 µM]
Rac1 GTP hydrolysis | 5% | 5% | -1% | 8% | 9% | 9% | 5% | 11%

The list is partial; the hit share may differ from the screen's.
